Chronic BCR inh: qHTS Assay to Find Inhibitors of Chronic Active B-Cell Receptor Signaling. ABC-DLBCL IkBa-CBG/CBR reporter, luminescence ratio, 4 h. Potency, µM (doses to about 46.1 µM), for inactives: at the highest dose ratio change, negative = lower green/red ratio, actives largely listed as inhibitors. 340,000 compounds, 0.05% hits. AID 493014, 2011; active = well fitted inhibition curve with a large enough effect in the signal ratio, with a control signal flat, not every such curve was filed as active; inconclusive = small, poorly fitted or top-dose-only effect, or effect the other way, or a change in a side signal; the % refers to the signal ratio;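 note: potency is the fitted concentration of half-maximal effect; plate controls were basal doxycycline-induced cells for no effect and cells given 10 µM MG132 for full effect; MG132 reads +100%, hits lower the ratio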
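Compounds up to 46 uM were incubated four hours with TMD8 cells whose green CBG68 luciferase is fused to IkappaBalpha; red CBR luminescence normalised the signal, and concentration-effect curves were fitted to fusion, red and ratio data.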
TSHR antagonist: Antagonists of the Thyroid Stimulating Hormone Receptor: HTS campaign; Thyrotropin receptor (Homo sapiens), P16473; TSHR-expressing cells, TSH-stimulated cAMP HTRF, 2 h; active compounds read low; activity change, negative = inhibition, % at 11.5 µM; 330,000 compounds, 0.2% hits; AID 504810, 2011;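 active = activity change below a set negative limit, meaning inhibition stronger than a set level, cut at about -70% in these data; inconclusive = activity change between two set negative limits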; note: % is set by controls: 0 for no effect and ±100 for the full control effect
Target sequence (P16473 whole entry, looked up): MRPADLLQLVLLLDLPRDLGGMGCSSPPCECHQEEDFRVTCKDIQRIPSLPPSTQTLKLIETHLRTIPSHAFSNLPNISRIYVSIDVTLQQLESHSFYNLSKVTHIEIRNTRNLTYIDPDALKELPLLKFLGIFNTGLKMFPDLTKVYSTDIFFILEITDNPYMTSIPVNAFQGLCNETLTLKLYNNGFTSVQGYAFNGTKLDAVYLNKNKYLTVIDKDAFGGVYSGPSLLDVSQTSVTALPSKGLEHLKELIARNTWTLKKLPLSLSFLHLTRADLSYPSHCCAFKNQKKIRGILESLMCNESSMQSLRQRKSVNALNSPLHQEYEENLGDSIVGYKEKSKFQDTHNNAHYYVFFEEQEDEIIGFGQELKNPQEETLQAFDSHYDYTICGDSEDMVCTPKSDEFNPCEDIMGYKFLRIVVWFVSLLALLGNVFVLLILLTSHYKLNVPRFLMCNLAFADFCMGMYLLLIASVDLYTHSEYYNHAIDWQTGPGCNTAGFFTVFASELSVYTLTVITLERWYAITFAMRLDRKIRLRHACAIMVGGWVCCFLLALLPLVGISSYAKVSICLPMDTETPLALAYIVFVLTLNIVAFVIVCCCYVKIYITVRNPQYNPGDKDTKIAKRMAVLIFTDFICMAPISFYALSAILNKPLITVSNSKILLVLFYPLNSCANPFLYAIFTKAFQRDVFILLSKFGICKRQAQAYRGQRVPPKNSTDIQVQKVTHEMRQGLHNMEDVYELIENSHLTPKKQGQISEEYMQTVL
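Antagonism was scored as loss of TSH-driven cAMP in TSHR cells, stimulated with 4nM TSH (EC80) for 2 hours at 37 deg C and detected by homogeneous HTRF competition immunoassay.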
A-T KAP1 phos: qHTS Assay for Identifying a Potential Treatment of Ataxia-Telangiectasia; 320,000 compounds, 0.19% hits; […] A-T fibroblasts, KAP-1 phosphorylation AlphaLISA; neocarzinostatin DNA damage 30 min before lysis; Potency, µM (series often up to 57.5 µM), inactives show top-dose activation, usual class: activators; note: potency is the fitted concentration of half-maximal effect; % of control where 0% means no effect; nearly all actives have a fitted effect of over 45% in size
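hTERT-immortalized A-T patient fibroblasts ([…]), 500 cells/well in OPTI-MEM, 1% FBS, got compounds for 60 min, then NCS for 30 min at 37C. Lysates were then assayed for phospho-KAP-1 by AlphaLISA (anti-pKAP1 donor, anti-KAP1 acceptor beads), 6 hr at 25C.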
ASM inhibitor: Inhibitors of Secretory Acid Sphingomyelinase (S-ASM): qHTS; AID 504937, 2011; Potency, µM (series often up to 57.5 µM), for the others: at the highest dose activity change, negative = inhibition, usual class: inhibitors; Sphingomyelin phosphodiesterase (Homo sapiens), P17405; placental ASM, HMU-PC fluorogenic substrate, 60 min; 340,000 compounds, 0.006% hits; note: potency is the fitted concentration of half-maximal effect
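Fluorescence read-out (Ex 386 nm, Em 447 nm) after stopping the reaction at pH 10. Enzyme: ASM from human placenta; substrate HMU-PC0, 9 uM final; 60 min, 37 °C. Compound preincubation 10 min, ambient temperature.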
Eya2 inh: qHTS Assay for Inhibitors of the Phosphatase Activity of Eya2; 330,000 compounds, 0.006% hits; AID 488837, 2010; recombinant Eya2, OMFP fluorescence dephosphorylation (OMFP is methylfluorescein phosphate); Potency, µM (top dose mostly 76.9 µM), inactives show at the highest dose activity, negative = inhibition, actives largely listed as inhibitors; Protein phosphatase EYA2 (Homo sapiens), O00167; note: potency is the fitted concentration of half-maximal effect; % is set by controls: 0 for no effect and ±100 for the full control effect
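Eya2 (0.2 uM) preincubated 10 min at ambient with compound, then OMFP substrate added at 50 uM; 10 min reaction in 50 mM HEPES pH 7.5, 50 mM NaCl, 5 uM MgCl2, 0.05% BSA, 1 mM DTT. Fluorescence read at Ex 485/Em 525 nm.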
Integrin act MD: qHTS for Activators of Integrin-Mediated Alleviation for Muscular Dystrophy; 350,000 compounds, 0.064% hits; alpha7betagal myoblasts, beta-gal FDG fluorescence, 48 h; AID 624291, 2012; Potency, µM (doses to about 38.3 µM), without a hit: top-dose activation, most hits filed as activators;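 note: potency is the fitted concentration of half-maximal effect; 100% = response of the positive control SU9516; nearly all actives have a fitted effect of over 60% in size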
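alpha7betagal+/- myoblasts (passage 13, 250/well) treated 48 h at 37C with compounds at 1:260 dilution of DMSO stock. Lysed, then beta-galactosidase activity read as FDG fluorescence (ex 480/em 540) after 30 min, with pre-read for autofluorescence.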
TCR activator: Activators of T cell receptors: qHTS campaign; primary human leukocytes, anti-CD3, IL-2 HTRF, 48 h; 330,000 tested, under 10 active; AID 504894, 2011; Potency, µM (top dose mostly 9.22 µM), for inactives: top-dose activation of IL-2 secretion, most hits filed as activators; note: % of control where 0% means no effect
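Primary human leukocytes incubated 48 hr with anti-CD3 beads plus compound, without co-stimulation. Secreted IL-2 measured by HTRF (europium cryptate/d2 anti-IL-2 pair, 320 nm excitation, 665 nm emission).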
PTAP TSG101 blk: qHTS Assay for Iinhibitors of HIV-1 Budding by Blocking the Interaction of PTAP/TSG101; Potency, µM (highest dose often 115 µM), for the others: at the top dose activity change, negative = inhibition, usual class: inhibitors; Fluorescence polarization, FITC-PTAP peptide / Tsg101 binding; 340,000 tested, under 10 active; Tumor susceptibility gene 101 protein (Homo sapiens), Q99816; AID 493005, 2010; active = well fitted inhibition curve with a large enough effect in the main read-out, with a control signal flat, not every such curve was filed as active; inconclusive = small, poorly fitted or top-dose-only effect, or effect the other way, or a change in a side signal; inactive = no such curve, though single readings can be large or run the other way; note: potency is the fitted concentration of half-maximal effect; % of control where 0% means no effect
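Fluorescence anisotropy tracks displacement of a FITC-tagged PTAP peptide (50 nM) from the Tsg101 binding domain (10 uM), following a 20 min room-temperature incubation at pH 7.5.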
ELG1 DNA repair: qHTS screen for small molecules that inhibit ELG1-dependent DNA repair in human embryonic kidney (HEK293T) cells expressing luciferase-tagged ELG1; HEK293T ELG1-luciferase reporter, luminescence, 16 h; DNA damage induced by 5-fluorouridine; Potency, µM (highest dose often 46.1 µM), for inactives: at the highest dose activity change, negative = inhibition, actives largely listed as inhibitors; 330,000 compounds, 2.3% hits; note: potency is the fitted concentration of half-maximal effect; % is set by controls: 0 for no effect and ±100 for the full control effect; nearly all actives have a fitted effect of over 55% in size
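Cells (2,000 per well) received 5-fluorouridine plus test compound or DMSO and were incubated 16 hr at 37 °C, 5% CO2. Luciferase activity was read by luminescence 30 min after ONE-Glo addition; signal suppression marked inhibition of damage-induced ELG1 function.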
Tb PFK block: qHTS Assay to Find Inhibitors of T. brucei phosphofructokinase; Potency, µM (titrated, usually from 57.5 µM), inactives show top-dose activity, negative = inhibition, hits mostly inhibitors; AID 485367, 2010; 330,000 compounds, 0.17% hits; T. brucei PFK, ADP-Glo luminescence;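 note: potency is the fitted concentration of half-maximal effect; 0% = uninhibited 1x PFK enzyme wells and -100% = no-enzyme wells; nearly all actives have a fitted effect of over 60% in size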
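In TEA buffer at pH 8.0 with 5 mM MgCl2, enzyme (1.25 nM) converted F6P (0.5 mM) and ATP (0.1 mM) for 45 min at room temperature. ADP product was read by luciferase luminescence.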
Mito fusion yeast: qHTS Assay for Small Molecule Inhibitors of Mitochondrial Division or Activators of Mitochondrial Fusion | S. cerevisiae fusion-defective mutant growth rescue, CellTiterGlo 48 h | 320,000 compounds, 0.23% hits | Potency, µM (highest dose often 46.1 µM), for the others: top-dose growth rescue (activation), hits mostly activators | AID 485298, 2010;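 note: potency is the fitted concentration of half-maximal effect; % of control where 0% means no effect; nearly all actives have a fitted effect of over 45% in size; temperature-sensitive fusion mutants such as fzo1-1 at 37 °C on non-fermentable ethanol glycerol medium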
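Read-out: ATP-based luminescence (CellTiterGlo, 10 min ambient) reporting growth of fusion-defective ts yeast after 48 hours at 37C on glycerol/ethanol YPEG medium in the presence of compound.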
* = called active by the depositor; ? = inconclusive; . = not tested or not shown; [ ] = remark or other dose. Unless noted, calls come from the whole dose curve; as a rule, active = well fitted curve in the direction sought with a large enough effect; inconclusive = small, poorly fitted or top-dose-only effect, or another doubt; inactive = no such curve, though single readings can be large; an effect the other way counts as inactive or inconclusive.

no.	Molecule	Chronic BCR inh	TSHR antagonist	A-T KAP1 phos	ASM inhibitor	Eya2 inh	Integrin act MD	TCR activator	PTAP TSG101 blk	ELG1 DNA repair	Tb PFK block	Mito fusion yeast
1	FC(F)(F)COc1ccc(-c2nnc(SCc3c(Cl)cccc3Cl)o2)cn1	0%	-3	-6%	2%	-2%	38%	5%	-1%	7%	-3%	0%
2	COc1ccc(NC(=O)C2Cc3ccccc3CN2C(=O)c2ccccc2)cn1 (centres undefined)	-16%	5	.	2%	-5%	-14%	-6%	-22%	15%	2%	-2%
3	COCCCNC(=O)CS(=O)Cc1nc(-c2cccc(OC)c2)oc1C (centres undefined)	4%	-26	0%	-1%	10%	-6%	3%	-4%	13%	-1%	-2%
4	O=C(COC(=O)c1cc[n+]([O-])cc1)NCCc1ccc(Cl)cc1Cl	0%	2	7%	3%	6%	23%	-3%	-4%	3%	-10%	-5%
5	COc1ccc(OC)c(-c2cc(C(=O)NCc3ccc(Cl)cc3)no2)c1	-3%	-1	-1%	5%	-13%	-20%	2%	0%	3%	0%	-5%
6	CCc1ccc(-c2nc(C(N)=O)c3[nH]c(=O)n(-c4ccccc4OC)c3n2)cc1	-12%	-1	2%	488%[activator]	8%	-25%	5%	-2%	-28%	2%	-3%
7	CC(C)NC(=O)COC(=O)c1ccccc1CSC1=NCCS1	2%	-6	-5%	3%	-2%	-2%	0%	-3%	?	-3%	-1%
8	Cc1ccsc1C(=O)NN=C1CCCCCC1	.	0	1%	1%	-14%	39%	-6%	-2%	?	1%	1%
9	C=CCNC(=O)/C(C#N)=C/c1c(C)nn(-c2ccc(Cl)cc2)c1Cl	-3%	-2	2%	0%	1%	-63%[inhibitor]	7%[46.1 µM]	-11%	-3%	-2%	?
10	COc1cccc(CN(C)CC(=O)NCc2ccccc2Cl)c1	1%	-26	1%	2%	-1%	19%	3%[46.1 µM]	0%	-20%	-10%	1%
11	CCCNC1=C(C)C(=O)CC1	-6%	16	-4%	4%	-2%	-17%	-2%	-9%	25%	-1%	-1%
12	CC(C)(C)CN1CCNC(=O)C1CC(=O)N1CCN(c2ccccc2)CC1 (centres undefined)	10%	-4	8%	32%	-2%	-30%	-1%	0%	-5%	1%	3%
13	Cc1cccc(NC(=O)c2cccc(OC(=S)N3CCOCC3)c2)c1	?	-1	-9%	16%	-22%	-29%	6%	-3%	7%	-1%	4%
14	O=C(c1cc(S(=O)(=O)N2CCCCC2)ccc1Cl)N1CCOCC1	-13%	7	-1%	4%	2%	13%	2%	-2%	11%	-2%	-7%
15	Cc1ccc(Nc2nc(N3CCOCC3)nc(N3CCOCC3)n2)cc1	-17%	13	-1%	-3%	-2%	-21%	4%	-10%	?	5%	-24%
16	Cc1ccccc1NC(=O)COC(=O)C1C2CC3OC(=O)C1C3C2 (centres undefined)	-6%	1	2%	6%	-16%	-17%	1%	-12%	-8%	1%	2%
17	CCC(C)(C(=O)NC1CCCCC1)N(CC1CCCO1)C(=O)Cc1cccs1 (centres undefined)	?	10	7%	1%	-19%	6%	2%	-2%	-8%	-4%	-2%
18	CCNS(=O)(=O)c1ccc(NC(=O)c2cccnc2)cc1	0%	-2	0%	0%	5%	20%	-1%	-1%	-5%	2%	0%
19	COc1cc2c(cc1OC)-c1cc(Nc3ccc(C(=O)O)cc3)nc(=O)n1CC2	-10%	4	-2%	94%[activator]	5%	-3%	-4%	0%	-2%	-20%	12%
20	O=C(CSc1ccc(-c2ccccc2)nn1)NC1CCCCC1	0%	-4	2%	-2%	5%	1%	9%	0%	-1%	-1%	-3%
21	Cc1ccc(C)c(Cn2nnc3c(=O)[nH]c(C4CCN(S(=O)(=O)c5ccc(S(=O)(=O)NC6CC6)cc5)CC4)nc32)c1	?	-10	6%	78%[activator][11.5 µM]	-14%	-52%[inhibitor]	13%	1%	16µM*	16%	-5%
22	CC(C)(C)[C@H]1C=C(C(=O)N2CCN(Cc3ccccc3)CC2)O[C@@H](OCCCCO)C1	?	9	-18%	3%	-17%	-41%	-1%	-2%	-15%	-4%	-5%
23	Cc1cc(C)c(C)c(S(=O)(=O)NC(C(=O)NCCc2ccco2)C(C)C)c1C (centres undefined)	5%	17	5%	-1%	-1%	17%	-7%	0%	3%	0%	-2%
24	COc1ccc(N2CCN(C(CNS(C)(=O)=O)c3ccco3)CC2)cc1 (centres undefined)	-27%	8	-7%	0%	2%	?	0%	-5%	9%	-9%	1%
25	COCCNC(=O)COc1ccc(C)cc1C	?	11	.	6%	4%	12%	-3%	-11%	48%	2%	4%
26	CCc1noc(C)c1C(=O)Nc1cc(S(=O)(=O)N2CCOCC2)ccc1N1CCN(CC)CC1	0%	-4	2%	.	-6%	24%	-3%	1%	11%	-2%	-8%
27	Cc1ccc2c(=O)cc(C(=O)NC3CCS(=O)(=O)C3)oc2c1C (centres undefined)	2%	-3	4%	-1%	-11%	12%	0%	-4%	4%	1%	5%
28	COC(=O)c1ccc(Oc2c(F)c(F)nc(N3CCOCC3)c2F)cc1	0%	-13	15%	-1%	4%	18%	-2%	-4%	?	0%	-32%[inhibitor]
29	CCN(CC)C(=O)C(=O)N/N=C/c1ccc(Cl)cc1Cl	10%	10	2%	-6%	-5%	4%	-8%	1%	1%	-2%	-6%[9.22 µM]
30	COC(=O)c1[nH]c2cc(OC)ccc2c1NC(=O)CCN1CCN(Cc2ccc3c(c2)OCO3)CC1	?	5	0%	1%	-20%	-31%	9%	-2%	?	19%	-2%
31	O=C(CCc1ccc(CCC(=O)c2cccs2)s1)c1cccs1	-6%	-34	12%	1%	-16%	-21%	4%	4%	?	-3%	17%
32	COc1ccc(CNc2nc(NCc3ccc(OC)c(OC)c3)n(C(=O)c3cccs3)n2)cc1OC	?	6	-6%	-16%	1%	0%	3%	-5%	?	-3%	-1%
33	CCN(C(=O)CCN1C(=O)c2ccccc2C1=O)C1CCCCC1	-1%	6	-1%	2%	-13%	18%	1%	-7%	8%	0%	4%
34	CCc1ccccc1NC(=O)CSc1nc2ccccc2n1CC(=O)N1CCCC1	-6%	-7	16%	2%	-3%	8%	2%[46.1 µM]	-7%	-5%	5%	-3%
35	O=c1[nH]c(/C=C/c2ccccc2[N+](=O)[O-])nc2ccccc12	?	-5	0%	1%	2%	27%	1%[46.1 µM]	0%	?	10%	2%
36	C=CCNC(=O)C1=NOC(CNC(=O)c2c(-c3ccccc3Cl)noc2C)C1 (centres undefined)	-18%	3	5%	0%	0%	4%	4%	0%	8%	-3%	0%
37	CC1(OC(=O)C2CCCC2)C(=O)C=C2C=C(c3ccsc3)N(C3CCCC3)C=C2C1=O (centres undefined)	9%	-6	-32%	21%	7%	14%	1%	.	-23%	-2%	12%
38	Cn1c(/C(C#N)=C/Nc2ccccn2)nc2ccccc21	?	19	-2%	32%[activator]	10%	8%	0%	-7%	-15%	3%	5%

Compound activity from PubChem BioAssay.
